Mac1 fbg inh – inhibitors of human CD11b/CD18 binding to fibrinogen. K562 CD11b/CD18 adhesion to fibrinogen, ATPlite luminescence; Mn2+ added to activate the integrin. inhibition, % at 10 µM. AID 1497. 93,000 compounds, 0.54% hits;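 active = primary inhibition of 50% or more at 10 µM, then 40% or more on retest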; note: some results filed as inactive read as strong as hits
Rev-RRE block – inhibitors of HIV-1 Rev-RRE RNA interaction | 97,000 compounds, 0.79% hits | Rev peptide-RRE RNA binding, FRET | P05866 | inhibition, % at 8 µM;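 active = inhibition above the screen-wide mean plus 3 SD, cut at about 35% in these data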;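 note: 0% = median DMSO wells and 100% = median Neomycin B control wells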
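Assay system: Labelled RRE RNA duplex and labelled Rev peptide | Times: 5 min preincubation and 15 min binding, 25 °C | Detection: FRET, ex 480 nm, em 540 and 671 nm | Evaluation: % inhibition of FRET ratio versus controls | Benchmarks: DMSO wells as 0% and neomycin B wells as 100% inhibition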
Mac1 fbg enh – enhancers of human CD11b/CD18 binding to fibrinogen; K562 CD11b/CD18 adhesion to fibrinogen, ATPlite luminescence; activation, % at 10 µM; AID 1499; 93,000 compounds, 0.07% hits;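 active = 10 µM primary screen giving 50% or more activity, confirmed by 40% or more on retest at that dose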; note: strong numbers were not always called active
ERa SRC1 inh – blocks coactivator binding to human estrogen receptor alpha; TR-FRET ER-alpha LBD / SRC-1 peptide, estradiol-bound; 86,000 compounds, 1.7% hits; inhibition, % at 25.6 µM; P03372; AID 629; in the data active = inhibition above about 50%;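 note: 0% = receptor plus peptide control and 100% = peptide only without receptor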
PLK1 inh – blocks human PLK1 kinase activity | AID 619 | 97,000 compounds, 0.53% hits | recombinant PLK1 kinase, TR-FRET peptide phosphorylation | P53350 | inhibition, % at 10 µM;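 active = inhibition of 50% or more in the single-concentration screen; inactive = inhibition below 50%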;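 note: 0% = DMSO max control and 100% = H-89 dihydrochloride min control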
FAK inh – FAK (human) kinase inhibition; biochemical FAK kinase activity assay; AID 727; inhibition, %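 (tested at 7 µM)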; 97,000 compounds, 0.84% hits; Q05397; in the data active = inhibition above about 19%;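 note: 0% = DMSO and 100% = reference compound high control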
Target sequence (Q05397 whole entry, looked up): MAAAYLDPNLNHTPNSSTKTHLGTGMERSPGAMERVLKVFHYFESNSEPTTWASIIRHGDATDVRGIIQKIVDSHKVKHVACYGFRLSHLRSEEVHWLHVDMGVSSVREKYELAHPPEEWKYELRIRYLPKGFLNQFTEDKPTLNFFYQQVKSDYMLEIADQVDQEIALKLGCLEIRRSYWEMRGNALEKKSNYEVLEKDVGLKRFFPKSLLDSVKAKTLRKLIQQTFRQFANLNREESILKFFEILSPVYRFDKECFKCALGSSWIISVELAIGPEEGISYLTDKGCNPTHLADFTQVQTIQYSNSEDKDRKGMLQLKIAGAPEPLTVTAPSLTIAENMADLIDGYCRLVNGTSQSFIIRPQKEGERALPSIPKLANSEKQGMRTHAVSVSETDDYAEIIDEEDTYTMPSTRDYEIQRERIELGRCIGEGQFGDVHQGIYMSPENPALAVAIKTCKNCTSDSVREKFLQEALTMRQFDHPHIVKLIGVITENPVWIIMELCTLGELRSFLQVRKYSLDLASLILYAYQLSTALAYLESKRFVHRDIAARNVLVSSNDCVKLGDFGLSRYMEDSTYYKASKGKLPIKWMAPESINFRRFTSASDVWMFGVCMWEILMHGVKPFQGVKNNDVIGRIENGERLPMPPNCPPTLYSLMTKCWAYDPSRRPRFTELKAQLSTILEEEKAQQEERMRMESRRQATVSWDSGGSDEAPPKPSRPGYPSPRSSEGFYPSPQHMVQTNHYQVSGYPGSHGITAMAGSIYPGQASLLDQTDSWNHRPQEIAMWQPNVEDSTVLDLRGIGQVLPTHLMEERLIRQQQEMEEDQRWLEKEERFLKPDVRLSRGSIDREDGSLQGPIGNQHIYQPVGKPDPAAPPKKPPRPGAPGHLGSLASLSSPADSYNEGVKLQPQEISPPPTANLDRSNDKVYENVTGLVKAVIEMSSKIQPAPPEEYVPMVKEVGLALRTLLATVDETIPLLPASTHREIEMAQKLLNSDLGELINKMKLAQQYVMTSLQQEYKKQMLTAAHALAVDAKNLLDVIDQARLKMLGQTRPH
ERa SRC1 pot – enhances coactivator binding to human estrogen receptor alpha. AID 639. TR-FRET ERalpha-LBD/SRC-Cy5 coactivator binding, 2 h; 100 = basal binding, no effect. P03372. coactivator binding (% of control), % at 25.6 µM. 86,000 compounds, 1.3% hits; in the data active = activity above about 200%;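 note: binding measured in presence of low estradiol as agonist stimulus; 0% = peptide alone without receptor and 100% = receptor with peptide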
ERb SRC1 inh – blocks coactivator binding to human estrogen receptor beta. Q92731. TR-FRET ER-beta LBD / SRC1-Cy5 peptide binding; receptor agonist-loaded with 1 µM estradiol. inhibition, % at 25.6 µM. 86,000 compounds, 1.3% hits. AID 633;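 active = compounds whose percent inhibition of the receptor-coactivator binding signal exceeds about 50% in the single-dose screen, limit read from the data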;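 note: 0% = receptor plus peptide wells without compound and 100% = peptide-only wells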
PLK1 PBD inh – Plk1 (human) PBD binding inhibition; Plk1 PBD phosphopeptide binding, fluorescence polarization; inhibition, %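 (tested at about 20 µM)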; 97,000 compounds, 0.13% hits; AID 693; in the data active = inhibition above about 34%, passing the limit was not always enough
Starred values were filed as active, the others as inactive; [ ] = remark or other dose.

Start of the listing, in advance:
CC1=NNC(=O)/C1=C\c1cn(-c2ccccc2)nc1-c1ccc(Cl)cc1 was read as Rev-RRE block -2, PLK1 inh -10, FAK inh -2 and PLK1 PBD inh 16.
CCOC(=O)C1=C(SCC)c2cc3c(n2C1=O)CCCC3 was read as Rev-RRE block -21, ERa SRC1 inh -19[fluorescence artefact?], PLK1 inh 6, FAK inh -3, ERa SRC1 pot 94[fluorescence artefact?], ERb SRC1 inh -7[fluorescence artefact?] and PLK1 PBD inh -5.
`Cc1ccccc1-c1nc2cc(Cl)ccc2o1` gave Mac1 fbg inh -2, Rev-RRE block 4, Mac1 fbg enh -2, ERa SRC1 inh 11, PLK1 inh -10, FAK inh 1, ERa SRC1 pot 99, ERb SRC1 inh -8 and PLK1 PBD inh -11.

The listing (from the top)
CC1=NNC(=O)/C1=C\c1cn(-c2ccccc2)nc1-c1ccc(Cl)cc1 was read as Rev-RRE block -2, PLK1 inh -10, FAK inh -2 and PLK1 PBD inh 16.
CCOC(=O)C1=C(SCC)c2cc3c(n2C1=O)CCCC3 was read as Rev-RRE block -21, ERa SRC1 inh -19[fluorescence artefact?], PLK1 inh 6, FAK inh -3, ERa SRC1 pot 94[fluorescence artefact?], ERb SRC1 inh -7[fluorescence artefact?] and PLK1 PBD inh -5.
`Cc1ccccc1-c1nc2cc(Cl)ccc2o1` gave Mac1 fbg inh -2, Rev-RRE block 4, Mac1 fbg enh -2, ERa SRC1 inh 11, PLK1 inh -10, FAK inh 1, ERa SRC1 pot 99, ERb SRC1 inh -8 and PLK1 PBD inh -11.
For Cc1cccc(OCC(O)Cn2c(=N)n(CCN3CCCCC3)c3ccccc32)c1 (stereo not drawn) the results were Mac1 fbg inh -1, Rev-RRE block 10, Mac1 fbg enh -1, ERa SRC1 inh -12, PLK1 inh -9, FAK inh 1, ERa SRC1 pot 112, ERb SRC1 inh -9 and PLK1 PBD inh -29.
`Cc1ccc(-c2cc(C(=O)N/N=C/c3c(C)nn(-c4ccccc4)c3C)[nH]n2)cc1` gave Mac1 fbg inh 18, Rev-RRE block 4, Mac1 fbg enh -2, PLK1 inh -11, FAK inh 1 and PLK1 PBD inh -3.
`Cc1ccc(C(=O)C[n+]2cccc3ccccc32)cc1` gave Mac1 fbg inh 4, Rev-RRE block 34, Mac1 fbg enh 1, PLK1 inh -9, FAK inh 2 and PLK1 PBD inh -24.
For CN(C(=O)c1cccc(C#N)c1)c1nnc(-c2ccccn2)s1 the results were Mac1 fbg inh -21, Rev-RRE block -1, Mac1 fbg enh -2, ERa SRC1 inh 5, PLK1 inh 5, FAK inh -10, ERa SRC1 pot 98, ERb SRC1 inh 3 and PLK1 PBD inh -26.
`CC(=O)N(c1ccc(Cl)cc1)c1c[nH]c2ccccc12` gave Mac1 fbg inh -2, Rev-RRE block 4, Mac1 fbg enh -6, ERa SRC1 inh -5, PLK1 inh -9, FAK inh 0, ERa SRC1 pot 82[fluorescence artefact?], ERb SRC1 inh -1[fluorescence artefact?] and PLK1 PBD inh -26.
For COc1ccccc1/C=N/n1c(N)c(C(=O)NC2CCCCC2)c2nc3ccccc3nc21 the results were Mac1 fbg inh -5, Rev-RRE block 9, Mac1 fbg enh 35, PLK1 inh -14, FAK inh -1 and PLK1 PBD inh 21.
`CCOC(=O)c1ccc(NC(=O)Nc2cc(C)on2)cc1` gave Mac1 fbg inh 2, Rev-RRE block 8, Mac1 fbg enh 1, ERa SRC1 inh 1[fluorescence artefact?], PLK1 inh 1, FAK inh 5, ERa SRC1 pot 86[fluorescence artefact?], ERb SRC1 inh -7[fluorescence artefact?] and PLK1 PBD inh 3.
For COC(=O)[C@@H](NC(=O)NCc1ccc(F)cc1)C(C)C the results were Mac1 fbg inh 0, Rev-RRE block 5, Mac1 fbg enh -1, ERa SRC1 inh 18, PLK1 inh -6, FAK inh -3, ERa SRC1 pot 109, ERb SRC1 inh -1 and PLK1 PBD inh 10.
CCC1(C)Nc2ccccc2C(=O)N1O (stereo not drawn) was read as Rev-RRE block 13, ERa SRC1 inh -13, PLK1 inh -2, FAK inh 4, ERa SRC1 pot 121, ERb SRC1 inh 1 and PLK1 PBD inh -17.
CC(NC(=O)CSc1nc2ccccc2c(=O)n1CCCO)c1ccccc1 (stereo not drawn) was read as Mac1 fbg inh -34, Rev-RRE block 0, Mac1 fbg enh 2, ERa SRC1 inh 4, PLK1 inh -8, FAK inh -2, ERa SRC1 pot 105, ERb SRC1 inh -1 and PLK1 PBD inh -27.
For Cn1c(=O)c2c(nc(SCCN3CCCCC3)n2Cc2ccc(Cl)cc2)n(C)c1=O the results were Mac1 fbg inh -11, Rev-RRE block 10, Mac1 fbg enh 0, ERa SRC1 inh 20, PLK1 inh -10, FAK inh -1, ERa SRC1 pot 63, ERb SRC1 inh 6[fluorescence artefact?] and PLK1 PBD inh -13.
`O=C(O)c1ccccc1C(=O)N1CCN(c2ccccc2)CC1` gave Mac1 fbg inh -1, Rev-RRE block 9, Mac1 fbg enh 0, ERa SRC1 inh 0, PLK1 inh -10, FAK inh 10, ERa SRC1 pot 115, ERb SRC1 inh -2[fluorescence artefact?] and PLK1 PBD inh 5.
Cc1nc(-c2cccc(S(=O)(=O)N3CCOCC3)c2)cs1 was read as Mac1 fbg inh -9, Rev-RRE block -1, Mac1 fbg enh 7, PLK1 inh -2, FAK inh -2 and PLK1 PBD inh 4.
CC1C(=O)CCC1(C(=O)O)c1ccccc1 (stereo not drawn) was read as Mac1 fbg inh 2, Rev-RRE block -2, Mac1 fbg enh -1, ERa SRC1 inh -5, PLK1 inh -17, FAK inh 0, ERa SRC1 pot 168[fluorescence artefact?], ERb SRC1 inh -4 and PLK1 PBD inh -10.
CCOC(=O)c1c(NC(=O)c2ccco2)sc2c1CCCCC2 was read as Mac1 fbg inh -1, Rev-RRE block 21, Mac1 fbg enh -2, ERa SRC1 inh 10, PLK1 inh -11, FAK inh 2, ERa SRC1 pot 100, ERb SRC1 inh 5[fluorescence artefact?] and PLK1 PBD inh 19.
Screening Cc1cc2n(n1)C(c1sccc1C)Nc1ccccc1-2 (stereo not drawn) returned Mac1 fbg inh -1, Rev-RRE block 4, Mac1 fbg enh -1, ERa SRC1 inh 10, PLK1 inh -7, FAK inh 2, ERa SRC1 pot 82, ERb SRC1 inh 3 and PLK1 PBD inh -25.
COc1ccccc1C1C(C(N)=O)=C(C)Nc2nc(-c3ccc(Cl)cc3)nn21 (stereo not drawn) was read as Mac1 fbg inh 1, Rev-RRE block 2, Mac1 fbg enh -1, PLK1 inh 11, FAK inh -10 and PLK1 PBD inh -26.
For CCOc1ccc(OCCOCCN2CCOCC2)cc1 the results were Mac1 fbg inh 7, Rev-RRE block -1, Mac1 fbg enh -1, ERa SRC1 inh -2, PLK1 inh -2, FAK inh -2, ERa SRC1 pot 98, ERb SRC1 inh 1 and PLK1 PBD inh -12.
Screening C1CCN(c2nc3nonc3nc2N2CCCCC2)CC1 returned Mac1 fbg inh -5, Rev-RRE block 2, Mac1 fbg enh -3, ERa SRC1 inh -4, PLK1 inh -15, FAK inh 1, ERa SRC1 pot 110, ERb SRC1 inh -4 and PLK1 PBD inh -9.
For Cc1nc(C)n(CC(O)COc2ccc3cc(Br)ccc3c2)n1 (stereo not drawn) the results were Mac1 fbg inh 8, Rev-RRE block 2, Mac1 fbg enh 1, ERa SRC1 inh 12, PLK1 inh 8, FAK inh -3, ERa SRC1 pot 78, ERb SRC1 inh 3 and PLK1 PBD inh -23.
For COC(=O)C(NC(=O)c1ccccc1)=C1CCCCC1 the results were Mac1 fbg inh -8, Rev-RRE block 0, Mac1 fbg enh -4, ERa SRC1 inh -2[fluorescence artefact?], PLK1 inh 8, FAK inh -3, ERa SRC1 pot 107, ERb SRC1 inh 3[fluorescence artefact?] and PLK1 PBD inh 11.
Screening CCOC(=O)CN1CC23C=CC(O2)C(C(=O)NC2CCCC2)C3C1=O (stereo not drawn) returned Mac1 fbg inh -11, Mac1 fbg enh -3, ERa SRC1 inh 23, ERa SRC1 pot 92[fluorescence artefact?] and ERb SRC1 inh 30[fluorescence artefact?].
For CCOC(=O)c1ccc(N2C(=O)C3ON(c4ccccc4)C(c4ccco4)C3C2=O)cc1 (stereo not drawn) the results were Mac1 fbg inh -18, Rev-RRE block 12, Mac1 fbg enh -2, ERa SRC1 inh -6, PLK1 inh -8, FAK inh 1, ERa SRC1 pot 102, ERb SRC1 inh -4 and PLK1 PBD inh -5.
For Cc1ccc(N(CC(=O)NCC2CCCO2)S(C)(=O)=O)cc1Cl (stereo not drawn) the results were Mac1 fbg inh -21, Rev-RRE block -2, Mac1 fbg enh 0, PLK1 inh -6, FAK inh -7 and PLK1 PBD inh 23.
NCc1ccc(-c2nc3ccccc3o2)cc1 was read as Mac1 fbg inh -18, Mac1 fbg enh 0, ERa SRC1 inh -1[fluorescence artefact?], ERa SRC1 pot 128[fluorescence artefact?] and ERb SRC1 inh 5.
Cc1ccc(-n2c(N)c(C#N)c(-c3ccccc3)c(C#N)c2=O)cc1 was read as Mac1 fbg inh 4, Rev-RRE block 8, Mac1 fbg enh -2, PLK1 inh -13, FAK inh -2 and PLK1 PBD inh -6.
For O=C(COC(=O)C12CC3CC(CC(O)(C3)C1)C2)Nc1ccccc1OC(F)F the results were Mac1 fbg inh 12, Rev-RRE block 3, Mac1 fbg enh 8, ERa SRC1 inh -9, PLK1 inh -7, FAK inh -11, ERa SRC1 pot 127, ERb SRC1 inh -5 and PLK1 PBD inh -16.
For CCC1=NN2C(=N)/C(=C\c3ccc(SCc4ccco4)o3)C(=O)N=C2S1 the results were Mac1 fbg inh 10, Rev-RRE block 36*, Mac1 fbg enh -1, ERa SRC1 inh 75*, PLK1 inh -15, FAK inh -2, ERa SRC1 pot 36[fluorescence artefact?], ERb SRC1 inh 75* and PLK1 PBD inh -23.
For O=c1c2cc(Br)cc(Br)c2oc2nc3n(c(=O)c12)CCCS3 the results were Mac1 fbg inh -24, Rev-RRE block -1, Mac1 fbg enh 4, ERa SRC1 inh 17, PLK1 inh -2, FAK inh 2, ERa SRC1 pot 93, ERb SRC1 inh 6 and PLK1 PBD inh -5.
Nc1ccc2nc(-c3ccccc3)sc2c1 was read as Mac1 fbg inh 50, Rev-RRE block 1, Mac1 fbg enh -4, ERa SRC1 inh 5, PLK1 inh -17, FAK inh 2, ERa SRC1 pot 98, ERb SRC1 inh -11 and PLK1 PBD inh 7.
For COC(=O)CSc1nnc(CCc2nc3ccccc3[nH]2)n1C the results were Rev-RRE block 2, ERa SRC1 inh -9, PLK1 inh -6, FAK inh 1, ERa SRC1 pot 121, ERb SRC1 inh -14 and PLK1 PBD inh 3.
Cc1no[n+]([O-])c1COc1ccccc1/C=C1\NC(=S)NC1=O was read as Mac1 fbg inh -44, Rev-RRE block 8, Mac1 fbg enh -4, ERa SRC1 inh 48, PLK1 inh 2, FAK inh 1, ERa SRC1 pot 74[fluorescence artefact?], ERb SRC1 inh 41 and PLK1 PBD inh -3.
